AmpC inh no detg – blocks E. coli AmpC beta-lactamase in detergent-free assay; AmpC nitrocefin hydrolysis, absorbance 480 nm, 0.0001% Triton; Potency, µM (titrated, usually from 57.1 µM), without a hit: at the top dose activity change, negative = inhibition, actives largely listed as inhibitors; P00811; hit rate 0.52% among 330,000;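 note: potency is the fitted concentration of half-maximal effect; plate controls were no compound for no effect and no enzyme for full effect; nearly all actives have a fitted effect of over 20% in size; some results filed as inactive show a strong effect at the top dose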
Target sequence (P00811 whole entry, looked up): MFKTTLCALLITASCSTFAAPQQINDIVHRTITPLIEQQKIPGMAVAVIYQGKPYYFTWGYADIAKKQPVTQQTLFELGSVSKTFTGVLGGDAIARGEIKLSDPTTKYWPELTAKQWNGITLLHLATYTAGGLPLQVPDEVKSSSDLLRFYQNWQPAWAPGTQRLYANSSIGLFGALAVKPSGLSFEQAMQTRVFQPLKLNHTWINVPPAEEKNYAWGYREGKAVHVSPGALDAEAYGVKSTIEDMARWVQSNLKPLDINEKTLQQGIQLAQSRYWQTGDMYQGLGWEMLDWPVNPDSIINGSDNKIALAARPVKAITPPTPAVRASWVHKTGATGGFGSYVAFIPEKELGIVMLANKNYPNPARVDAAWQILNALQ
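20 mM phosphate pH 7.0 + 0.01% (detergent screen) or 0.0001% Triton X-100; 5.3 nM AmpC reagent; cpd preinc 15 min RT; nitrocefin (800 uM stock) to start; A480 q20 s × 4 min; Activity was normalised to no-enzyme and no-compound control wells.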
HCMV antiviral – inhibitors of human cytomegalovirus; HFF cells, HCMV-luciferase reporter, 72 h; active compounds read low; activity change, negative = inhibition, % at 57.5 µM; hit rate 4.5% among 410,000; AID 1259415; in the data active = activity change below about -60%; inconclusive = no clear call, values can overlap the other calls; inactive = above about -39%
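Cell-based, HFFs, 1000 cells/well, 16 h 37C; cpds in DMSO + HCMV-luc, MOI 1 PFU/cell; 72 h 37C; OneGlo luminescence after 5 min RT; norm. to buffer vs Salinomycin 10uM.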
Sm TGR block – S. mansoni TGR enzyme inhibition. Potency, µM (highest dose often 114 µM), inactives show at the highest dose activity change, negative = inhibition, most hits filed as inhibitors. Q962Y6. purified TGR, DTNB reduction, TNB absorbance 405 nm. hit rate 3% among 360,000; note: potency is the fitted concentration of half-maximal effect; nearly all actives have a fitted effect of over 60% in size
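First, TGR (20 nM dispensed) and NADPH were mixed with compound. Second, a 15 min room-temperature incubation followed. Third, further NADPH and then DTNB were added to start the reaction. Finally, TNB absorbance was monitored kinetically.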
AMA1 RON2 block – AMA1-RON2 (P. falciparum) interaction inhibition. AlphaScreen AMA1-biotinylated RON2 peptide binding. Potency, µM (titrated, usually from 58.2 µM), inactives show at the highest dose activity change, negative = inhibition, actives largely listed as inhibitors. hit rate 0.2% among 360,000. AID 720542;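 note: potency is the fitted concentration of half-maximal effect; 0% = vehicle wells and -100% = peptide control; nearly all actives have a fitted effect of over 45% in size; some results filed as inactive show a strong effect at the top dose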
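AMA1 (3D7) with his tag at 25 nM final met compounds first, then biotinylated RON2 peptide at 25 nM; detection used donor plus acceptor beads, 10 µg/mL apiece, read by AlphaScreen after 30 min at room temperature.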
AmpC inh detg – blocks E. coli AmpC beta-lactamase in detergent assay | P00811 | AmpC hydrolysis of nitrocefin, absorbance 480 nm, 0.01% Triton | Potency, µM (highest dose often 114 µM), without a hit: top-dose activity change, negative = inhibition, hits mostly inhibitors | hit rate 0.041% among 370,000 | AID 485294;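 note: potency is the fitted concentration of half-maximal effect; 0% = no-compound wells and -100% = no-enzyme wells; nearly all actives have a fitted effect of over 25% in size; some results filed as inactive show a strong effect at the top dose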
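20 mM phosphate pH 7.0 + 0.01% (detergent screen) or 0.0001% Triton X-100; 5.3 nM AmpC reagent; cpd preinc 15 min RT; nitrocefin (800 uM stock) to start; A480 q20 s × 4 min; Activity was normalised to no-enzyme and no-compound control wells.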
Giardia FBPA inh – Giardia lamblia aldolase inhibition | purified Giardia FBPA | Potency, µM (doses to about 59.6 µM), for the others: at the top dose activity, negative = inhibition, hits mostly inhibitors | hit rate 0.71% among 290,000 | AID 2451; note: potency is the fitted concentration of half-maximal effect; nearly all actives have a fitted effect of over 55% in size
Target sequence (A8B2U2 whole entry, looked up): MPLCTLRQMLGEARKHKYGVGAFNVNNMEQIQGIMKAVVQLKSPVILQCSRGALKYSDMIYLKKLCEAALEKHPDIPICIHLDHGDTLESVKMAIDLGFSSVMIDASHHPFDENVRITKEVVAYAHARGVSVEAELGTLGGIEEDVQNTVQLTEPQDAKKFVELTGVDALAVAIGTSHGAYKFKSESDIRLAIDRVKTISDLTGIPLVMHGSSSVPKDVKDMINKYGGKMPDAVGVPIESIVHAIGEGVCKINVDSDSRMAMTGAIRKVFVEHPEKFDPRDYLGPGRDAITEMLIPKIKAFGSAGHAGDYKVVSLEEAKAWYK
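40 nM FBPA preincubated 10 min at RT with compound (up to 57.5 uM final), then substrate plus GAPDH/TPI/NAD/arsenate coupling and diaphorase/resazurin added. Fluorescence read after 20 min at RT, 525/598 nm.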
An asterisk follows results filed as active; ? = inconclusive; / = no result given; & = joins results of further samples; [ ] = remark or other dose. Unless noted, calls come from the whole dose curve; as a rule, active = well fitted curve in the direction sought with a large enough effect; inconclusive = small, poorly fitted or top-dose-only effect, or another doubt; inactive = no such curve, though single readings can be large; an effect the other way counts as inactive or inconclusive. Unless noted, % is set by controls: 0 for no effect and ±100 for the full control effect.

SMILES | AmpC inh no detg | HCMV antiviral | Sm TGR block | AMA1 RON2 block | AmpC inh detg | Giardia FBPA inh
CCOc1ccc2oc(=O)cc(CN3CCN(Cc4ccc(F)cc4)CC3)c2c1 | / | -12 | ? | / | 3% | /
O=C(N/N=C/c1cc([N+](=O)[O-])ccc1O)C1CC1 | -7% | -3 | -6% | 74%[activator] | 7% | ?
CCCc1n[nH]c2c1/C(=N\OCC)CC(C)(C)C2 | -3% | 13 | -10% | -8% | -6% | 6%
COCCN(C(=O)c1ccc(N2CCCC2=O)cc1)c1c(N)n(Cc2ccccc2)c(=O)[nH]c1=O | -21% | 0 | -1% | -2% | -11% | /
O=C1CC(C(=O)Nc2ccc(O)c(C(=O)O)c2)C(c2ccccc2)O1 (stereo unspecified) | -15% | -4 | -10% | -4% | ? | 19%
CCC1CCCCN1CCCNC(=O)CSc1nc2nc(C)c(Cc3ccccc3Cl)c(C)n2n1 (stereo unspecified) | 15% | 0 | 9% | -8% | 2% | /
CCOC(=O)c1cc(-c2ccc(OC)c(S(=O)(=O)NCc3ccccc3Cl)c2)on1 | / | ? | -5% | / | -3% | /
COc1cccc(C2=CC(c3ccccc3F)n3ncc(C(=O)Nc4ccc(C)cc4)c3N2)c1 (stereo unspecified) | / | -16 | 18% | / | -3% | /
COCCNC(=O)C1CC(=O)N(CCc2ccccc2)C1 (stereo unspecified) | -7% | 49 | -13% | 6% | -1% | 2%
COc1cc(/C=N/NC(=O)CCc2n[nH]c(=O)[nH]c2=O)ccc1O | -14% | -21 | -7% | 1% | ? | -7%
COc1cc(C(CCN2CCCCC2)c2c(OC)cc(OC)c3c(-c4ccccc4)cc(=O)oc23)cc(OC)c1OC (stereo unspecified) | 198%[activator] | 23 | 45µM* | -18% | 1% | -8%&0%
CC(=O)c1cc(-c2ccccc2)n(CC(=O)N2CCC(N3CCCCC3)CC2)c1C | 22% | 4 | -31% | -21% | 2% | -2%
COC(=O)c1c(NC(=O)CCC(=O)O)sc2c1CCCCC2 | -10% | ? | 2% | 9% | 0% | 23%
CC(C)OCCCN(C)C1CCN(S(=O)(=O)c2csc(C(N)=O)c2)CC1 | -9% | -30&-4 | 3%&4% | 6% | 1%&2% | -1%
CC(=O)N1CCN(C(=O)CCc2nnc(CCCCc3ccccc3)o2)CC1 | -11% | -27 | 45µM* | 8% | 1% | 1%
COc1ccc(NS(=O)(=O)/C=C/c2ccccc2)cc1 | -23% | -19 | 2% | -5% | -13% | 12%
Cc1nc2c(C)c(C)c(C)c(C)c2nc1C | -10% | ? | -8% | -8% | 2% | 6%
CCCCOc1ccc(NC2=NC3(CCCCC3)N=C(N)N2)cc1 | -34% | -31 | 0% | -17% | -2% | -4%
COc1ccc2c(c1OC)C(C1c3c(cc4c(c3OC)OCO4)CCN1C)OC2=O (stereo unspecified) | -1% | -3 | 0% | -12% | -6% | 1%
Cc1ccc(S(=O)(=O)N2CCCCC2)cc1NC(=O)Cn1ccc(C(F)(F)F)n1 | -11% | -4 | 3% | -12% | -6% | 0%
COc1cccc(C(C)NC(=O)C2CCCC2)c1 (stereo unspecified) | -9% | -8 | 62%[activator] | 13% | -11% | 7%
CCN(C)c1ccc(/C=N\n2nnnc2N)cc1 | -2% | 61 | -4% | 6% | -5% | -5%
Cc1ccc(CN2CCc3[nH]c(=O)[nH]c(=O)c3C2)cc1 | -18% | -37 | 4% | 5% | 3% | -1%
CCOc1ccc(C(=O)NC(=S)Nc2ccccc2N2CCOCC2)cc1Br | -6% | 21 | -6% | 11%[2.32 µM] | 4% | -5%
CCCc1nnc(NC(=O)CCC(=O)NCc2ccccc2)s1 | -5% | 10 | 7% | 1% | -5% | /

Next records:
SMILES | AmpC inh no detg | HCMV antiviral | Sm TGR block | AMA1 RON2 block | AmpC inh detg | Giardia FBPA inh
O=C(NC(=O)c1ccccc1)NC1(C(F)(F)F)OCCO1 | 0% | / | 1% | / | -10% | 1%
O=C(NCCc1ccc(Cl)cc1)C1COc2ccccc2O1 (stereo unspecified) | -16% | 12 | -29% | 6% | -4% | 6%
O=C(CCN1C(=O)c2cccc([N+](=O)[O-])c2C1=O)NC1CCCCCC1 | -10% | -20 | / | 13% | / | /
O=C(NCCc1ccc2c(c1)OCO2)C1CCN(S(=O)(=O)c2ccc(Cl)cc2)CC1 | 1% | -6 | -5% | 0% | -9% | 7%
CCN(CC)S(=O)(=O)c1cc(C(=O)Nc2ccccn2)ccc1C | -9% | 91 | 24% | 2% | 3% | 1%
O=C(O)c1cc(-c2ccc(-c3ccc(F)cc3)o2)nc2ccccc12 | -20% | 63 | 13µM* | -7% | -8% | 20µM*
COC(=O)Cc1ccc(NC(=O)c2ccc3c(c2)C(=O)N(Cc2cccnc2)C3=O)cc1 | -3% | 26 | 1% | 8% | 2% | /
CC1CC(C)CN(S(=O)(=O)c2ccc3c(c2)CC(C)N3C(=O)C2CCC2)C1 (stereo unspecified) | 15% | ? | 2% | 0% | 7% | -1%
CCn1ccnc1CN(C)C(=O)C1CCC(=O)N(CCc2cccc(F)c2)C1 (stereo unspecified) | -2% | -17 | 0% | 4% | -9% | /
COC(=O)c1c(NC(=O)Cc2coc3cc(C)ccc23)sc2c1CCCC2 | / | 10 | 0% | / | -6% | /
O=C(NC(=S)NCc1ccccc1)c1ccc2c(c1)OCO2 | -35% | 41 | 40µM* | 23% | ? | -4%
COc1ccc(CC(=O)NCCc2sc(-c3ccc(Cl)cc3)nc2C)cc1OC | / | -1 | -4% | / | 0% | /
COc1ccc(S(=O)(=O)Nc2ccc3c(c2)OCCO3)cc1Cl | -31% | -16 | -17% | 24% | 2% | 9%
COc1cccc(/C=N/NC(=O)c2cc(-c3cccn3C)n[nH]2)c1O | -16% | ? | -8% | 14% | ? | ?
CC(=O)c1ccc(NC(=O)Nc2ccc([N+](=O)[O-])cc2C)cc1 | -29% | -11 | 4% | 3% | ? | -9%
COc1ccc2c(=O)c(-c3nc(C)cs3)coc2c1 | -7% | 128 | 3% | 1% | ? | 4%
Cc1ccc(-c2c(C#N)c(N)n(-c3ccccc3)c(=O)c2C#N)cc1 | 4% | 1 | 0% | -6% | -14% | -1%
CSC1=NCCN1C(=O)c1ccc2ccccc2c1 | -2% | 0 | 8% | -6% | 5% | 7%
COc1ccc(OC)c(NC(=O)CSc2nc3ccccc3nc2N2CCCCC2)c1 | / | 20 | 8% | / | 28% | /
COc1ccc(OCc2n(CC(=O)OC3CC(C)CCC3C(C)C)c3ccccc3[n+]2C)cc1 (stereo unspecified) | 210%[activator] | -103* | 7% | 0% | 8% | 0%
COc1ccc(Cl)cc1C(=O)NNC(=S)NC1CCCC1 | -47% | -34 | 14% | 46%[activator] | 0% | 8%
Cc1cn2c(=O)c(S(=O)(=O)NC(C)c3ccccc3)c(C)nc2s1 (stereo unspecified) | / | 12 | 2% | / | 18% | /
Cc1nc(N2CCN(S(=O)(=O)c3ccc(F)cc3)CC2)c2c(C)c(C)sc2n1 | -17% | 16 | 9% | 1% | ? | 2%
O=C(Cc1ccc([N+](=O)[O-])cc1)Nc1cccnc1 | -24% | -28 | 4% | -5% | ? | -1%
O=C(Nc1nc(N2C(=O)c3ccccc3C2=O)n(-c2ccccc2)n1)c1ccc(Cl)cc1 | -18% | 6 | -1% | -9% | -8% | ?

As a short view, some entries already given:
SMILES | AmpC inh no detg | HCMV antiviral | Sm TGR block | AMA1 RON2 block | AmpC inh detg | Giardia FBPA inh
COc1ccc(Cl)cc1C(=O)NNC(=S)NC1CCCC1 | -47% | -34 | 14% | 46%[activator] | 0% | 8%
Cc1cn2c(=O)c(S(=O)(=O)NC(C)c3ccccc3)c(C)nc2s1 (stereo unspecified) | / | 12 | 2% | / | 18% | /
Cc1nc(N2CCN(S(=O)(=O)c3ccc(F)cc3)CC2)c2c(C)c(C)sc2n1 | -17% | 16 | 9% | 1% | ? | 2%
O=C(Cc1ccc([N+](=O)[O-])cc1)Nc1cccnc1 | -24% | -28 | 4% | -5% | ? | -1%
O=C(Nc1nc(N2C(=O)c3ccccc3C2=O)n(-c2ccccc2)n1)c1ccc(Cl)cc1 | -18% | 6 | -1% | -9% | -8% | ?

Next section.
SMILES | AmpC inh no detg | HCMV antiviral | Sm TGR block | AMA1 RON2 block | AmpC inh detg | Giardia FBPA inh
Cc1ccc(-c2noc(N=O)c2NO)cc1 | -29% | ? | -22% | 35%[activator] | 0% | ?
COc1cccc(/C=N/NC(=O)CSc2ccccc2C)c1OC | -9% | -21 | 13% | -5%[2.32 µM] | -14% | 3%
Cc1cccc(S(=O)(=O)c2cn(C)c3cc(N4CCN(c5ccc(F)cc5)CC4)c(F)cc3c2=O)c1 | / | -34 | -4% | / | -1% | /
COCCC(=O)N1CCC(Oc2ccc(C(=O)N3CCCCCCC3)cc2)CC1 | 77%[activator] | 7 | -25% | 0% | 1% | /
CC1CC(=O)Nc2ccccc2N1S(=O)(=O)c1ccc(C#N)cc1 (stereo unspecified) | -15% | 20 | 0% | -6% | 2% | 1%
O=C(NCCNC(=O)c1ccccc1Br)c1ccccc1Br | -16% | 13 | -11% | 0% | -11% | 2%
Cc1ccc(N2CCN(Cc3nnc(-c4ccc5c(c4)OCO5)o3)CC2)c(C)c1 | / | 4 | 11% | / | 14% | /
COc1ccccc1N1C(=O)c2ccccc2NC1C(OC)OC (stereo unspecified) | -12% | 0 | -1% | 10% | -1% | 4%
Cc1cc(/C=C(\C#N)C(=O)NCC2CCCO2)c(C)n1-c1ccc(Cl)cc1 (stereo unspecified) | 111%[activator] | 83 | -22% | -28% | 5% | -2%
COc1ccc(N2CC(C(=O)Nc3cccc(S(=O)(=O)N4CCCC4)c3)CC2=O)c(OC)c1 (stereo unspecified) | 57% | 5 | 0% | -1% | 2% | /
CC1=C/C(=N\N=C2\NC(=O)C(CC(=O)Nc3ccccc3F)S2)CC(C)(C)C1 (stereo unspecified) | -17% | -65* | 4% | 115%[activator] | -12% | 4%
O=C(CN1CCCCCC1)N/N=C/c1cccs1 | -24% | 74 | 2% | 47%[activator] | 5% | -17%
COc1ccc(OCC(O)CN(C)C(=O)C(C)Oc2ccccc2)cc1 (stereo unspecified) | 15% | -26 | 1% | 79%[activator] | ? | 4%
CCC(CC)C(=O)Nc1ccc(C(=O)c2ccccc2)cc1 | -18% | -9 | 6% | 13% | ? | 3%
Cc1cc(C)nc(NC(=O)Cc2ccc([N+](=O)[O-])cc2)c1 | -29% | -27 | 5% | -15% | ? | 3%
CCN(Cc1ccccc1)S(=O)(=O)CCNC(=O)c1ccccc1 | -19% | -9 | 8% | 2% | ? | /
Cc1oc(=O)c(NC(=O)c2cccc(Cl)c2)cc1C(=O)c1ccccc1 | -33% | -84* | 4.5µM* | 10% | -9% | -19%
CSCCC(NC(=O)COc1ccccc1)C(=O)OCCOc1ccc(C)cc1 (stereo unspecified) | 6% | -10 | -9% | 0% | -3% | /
Cc1ccc(C)c(NC(=S)NC(NC(=O)OCc2ccccc2)C(Cl)(Cl)Cl)c1 (stereo unspecified) | -28% | -24 | -22% | 18% | -18% | 2%
COc1ccccc1/C=C/C(=O)N1CCN(S(=O)(=O)c2cccs2)CC1 | -17% | 27 | / | -10% | / | /

From PubChem BioAssay

The order is random. About 7.8% of those tested had a hit in this group.
